# High-throughput results (PubChem BioAssay)
# RPL19A TOR yeast = RPL19A-GFP expression modulators in yeast, primary screen, cell-based, S. cerevisiae, multiplex flow cytometry, MLPCN. percent response vs DMSO, % at 10 µM. 330,000 tested, 0.3% active. S. cerevisiae RPL19A-GFP strain, 3 h; stronger effect = lower value;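 active = percent response vs DMSO below 50%; inconclusive = fewer than 70 events counted for the yeast strain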;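 also: median channel GFP fluorescence of the barcoded RPL19A-GFP strain; ratio of sample median GFP to plate DMSO average so 100% = DMSO; lower means less RPL19A-GFP as with rapamycin TOR inhibition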
# proCasp7 act = procaspase-7 activators, primary screen, counter-screen for procaspase-3 activator project, biochemical, absorbance, HTS, human; 330,000 tested, 0.093% active; AID 463210, 2010; recombinant procaspase-7, Ac-DEVD-pNA absorbance 405 nm; D23A/D198A/D206A triple mutant, cannot self-cleave; scale: DMSO 0, 5 µM enzyme 100; activation, % at 8.5 µM; Caspase-7 (Homo sapiens), P55210;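 active = percent activation above the screen-wide mean plus 3 SD, cut at about 25% in these data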
# Target sequence (P55210 whole entry D23A/D198A/D206A): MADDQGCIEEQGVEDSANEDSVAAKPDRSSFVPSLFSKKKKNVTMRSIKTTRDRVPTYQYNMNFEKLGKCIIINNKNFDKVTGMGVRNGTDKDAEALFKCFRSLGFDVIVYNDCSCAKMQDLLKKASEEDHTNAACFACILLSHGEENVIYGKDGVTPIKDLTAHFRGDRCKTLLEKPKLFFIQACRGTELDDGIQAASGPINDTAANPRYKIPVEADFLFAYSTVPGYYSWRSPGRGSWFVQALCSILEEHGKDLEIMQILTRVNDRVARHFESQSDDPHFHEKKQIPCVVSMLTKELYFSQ
#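 Detection: p-Nitroaniline absorbance at 405 nm, read at 0 and 120 min; system: Uncleavable procaspase-7 mutant enzyme; evaluation: % activation from two-timepoint absorbance difference, scaled to controls; times: 1 h enzyme–compound preincubation and 2 h substrate reaction, both 25 °C; buffer or medium: Zinc-free HEPES pH 7.4 with 300 mM NaCl, 0.01% Triton X-100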
# AHR act = AHR activators, primary screen, cell-based, luminescence, luciferase reporter, human | Aryl hydrocarbon receptor (Homo sapiens), P35869 | AHR-responsive luciferase reporter cells | activation, % at 5 µM | 320,000 tested, 2.5% active; in the data active = activation above about 47%;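 also: 0% = vehicle wells and 100% = reference agonist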
# GASC-1 inh = inhibitors of GASC-1 histone demethylase, primary screen, biochemical, fluorescence, DELFIA europium | Lysine-specific demethylase 4C (Homo sapiens), Q9H3R0 | GST-JMJD2C(1-420) H3K9me3 demethylation | inhibition, % at 2.35 µM | 330,000 tested, 0.069% active | AID 2099, 2009;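 active = more than half of a compound's replicate wells show inhibition beyond 50%, single wells judged on their own value; inconclusive = some, but no more than half, of replicates pass 50% inhibition; inactive = no replicate passes 50% inhibition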;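 also: signal counts dimethyl H3K9 product captured on neutravidin plate; 0% = median of DMSO wells and 100% = 0.3 times that DMSO median; strong numbers were not always called active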
# Target sequence (Q9H3R0 1-420 limits assumed): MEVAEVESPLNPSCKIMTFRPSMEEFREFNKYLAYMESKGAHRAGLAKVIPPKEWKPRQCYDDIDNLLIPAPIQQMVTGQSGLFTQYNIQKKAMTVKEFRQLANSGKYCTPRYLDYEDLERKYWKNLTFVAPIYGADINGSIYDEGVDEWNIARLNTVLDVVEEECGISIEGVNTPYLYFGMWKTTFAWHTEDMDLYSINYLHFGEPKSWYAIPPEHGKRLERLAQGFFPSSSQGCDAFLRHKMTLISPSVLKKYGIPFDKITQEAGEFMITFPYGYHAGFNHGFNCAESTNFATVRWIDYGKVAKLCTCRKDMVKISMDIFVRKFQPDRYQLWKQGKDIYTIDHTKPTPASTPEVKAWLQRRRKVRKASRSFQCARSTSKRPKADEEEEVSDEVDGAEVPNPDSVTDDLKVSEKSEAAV
# Yeast superoxide = reduction of superoxide in aged yeast, primary screen, HTS; S. cerevisiae aged cells, superoxide DHE fluorescence; stronger effect = lower value; superoxide response (% of plate mean), % at 10 µM; 330,000 tested, 0.18% active;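 active = superoxide response under a set limit, about three screen SD below normal, cut at about 65% in these data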;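 also: yeast aged for seven days with compound at 30 °C before DHE staining; 100% = average MFI of all compound-treated wells on the plate with controls excluded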
# procasp3 activ = activators of human procaspase-3 D3A mutant, primary screen, biochemical, absorbance, PC-3 D3A mutant, single concentration | activation, % at 8.5 µM | Caspase-3 (Homo sapiens), P42574 | 330,000 tested, 0.11% active | recombinant procaspase-3 D3A, Ac-DEVD-pNA absorbance 405 nm;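 active = activation above the mean of all tested compounds plus 3 SD, cut at about 21% in these data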;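 also: 0% = DMSO alone and 100% = DMSO wells spiked with extra 5 µM PC-3 D3A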
# Target sequence (P42574 whole entry D9A/D28A/D175A): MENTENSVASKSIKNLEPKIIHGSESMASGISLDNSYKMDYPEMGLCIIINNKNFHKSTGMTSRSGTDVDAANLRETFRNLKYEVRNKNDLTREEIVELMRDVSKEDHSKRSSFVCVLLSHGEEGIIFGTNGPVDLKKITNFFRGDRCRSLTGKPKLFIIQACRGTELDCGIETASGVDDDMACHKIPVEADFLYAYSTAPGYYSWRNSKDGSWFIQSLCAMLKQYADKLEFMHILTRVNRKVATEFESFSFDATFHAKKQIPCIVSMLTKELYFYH
#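 material = Procaspase-3 D3A mutant | probe or stimulus = Ac-DEVD-pNA | compound = single dose, 8.5 µM nominal compound, 0.8% DMSO | timing = 1 h preincubation, 2 h reaction | measured by = 405 nm absorbance of p-nitroaniline, reads at 0 and 120 min | benchmarks = DMSO-only low control, 5 µM PC-3 D3A high control | repeats = singlicate, each compound tested once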
# MEP2-GFP yeast = modulators of MEP2-GFP levels in yeast, primary screen, S. cerevisiae, multiplex flow cytometry, MLPCN library; AID 2016, 2009; GFP response vs DMSO, % at 10 µM; 330,000 tested, 0.51% active; S. cerevisiae MEP2-GFP strain, 3 h; 100% = DMSO control level;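 active = GFP response versus DMSO above a set limit, roughly screen mean plus 3 SD, cut at about 180% in these data; inconclusive = fewer than 70 cells counted for a yeast strain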;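 also: median GFP fluorescence of the barcode-gated MEP2-GFP cells per well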
# LAP4-GFP MLPCN = modulators of LAP4-GFP expression in yeast, primary screen, S. cerevisiae, multiplex flow cytometry, MLPCN library. 3 h; median GFP as percent of DMSO wells. GFP response vs DMSO, % at 10 µM. 320,000 tested, 0.34% active;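 active = GFP response vs DMSO above a set limit, about the screen mean plus 3 SD, cut at about 150% in these data; inconclusive = under 70 cell events counted for the yeast strain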
# Starred values were filed as active, the others as inactive; u = inconclusive; x = not tested or not shown; & = joins results of further samples.
SMILES,RPL19A TOR yeast,proCasp7 act,AHR act,GASC-1 inh,Yeast superoxide,procasp3 activ,MEP2-GFP yeast,LAP4-GFP MLPCN
COc1cc(CCC(=O)Nc2ccc(Cl)c(C(F)(F)F)c2)cc(OC)c1OC,102.0,1.9,2.8,u,107.6,4.3,101.6,88.7
Cc1oc2cc3oc(=O)c(CCC(=O)NCCCC(=O)O)c(C)c3cc2c1C,101.9,1.6,1.3,-2.9,106.7,-1.6,98.5,97.8
COc1ccc(NC(=O)C2CCCN(S(=O)(=O)c3cnc[nH]3)C2)cc1 (centres undefined),102.1,-3.1,1.9,4.6,99.1,-1.7,108.9,95.2
CC(C)OC(=O)c1cc(NC(=O)c2nn(C)cc2Br)cc(C(=O)OC(C)C)c1,105.4,0.1,1.4,-24.4,109.5,-6.4,106.9,93.4
COc1cc2c(cc1OC)C(C1C(=O)CC(C)CC1=O)N(C(=O)CCl)CC2 (centres undefined),106.0,-1.9,3.8,-5.7,73.9,-1.8,98.3,92.6
O=C(O)c1nn2c(C(F)(F)F)cc(-c3cccs3)nc2c1Cl,111.0,-8.9,-0.2,16.2,95.2,9.9,113.8,111.0
CC(C)C(=O)c1cn(CC(=O)N2CCCc3ccccc32)c2ccccc12,95.7,-4.5,2.1,6.6,101.5,-3.4,106.4,111.5
O=C(Nc1ccc(S(=O)(=O)Nc2cnc3ccccc3n2)cc1)c1ccc(Cl)c([N+](=O)[O-])c1,101.3,4.5,1.3,3.7,93.7,6.9,112.6,97.4
N/C(=N\OC(=O)COc1ccccc1)c1ccncc1,102.3,1.9,1.1,-12.1,95.7,0.4,108.6,107.8
CCn1c(=O)n(CC)c2cc(S(=O)(=O)N3CCOCC3)ccc21,98.6,3.5,0.4,-3.3,106.1,-4.7,103.0,96.6
COc1cc2c(cc1OC)C(c1cc3cccc(C)c3[nH]c1=O)N(C(=O)c1ccco1)CC2 (centres undefined),101.9,-2.6,0.0,4.3,92.4,1.2,103.6,98.4
CCCCNC(=S)Nc1ccc(SC(F)F)cc1,102.0,-7.4,13.9,-9.4,99.9,-1.1,96.0,111.4
COc1ccc(-n2ncc3c(NCC(C)C)ncnc32)cc1,98.9,-2.7,-5.8,1.1,77.5,10.7,104.3,126.0
Cc1cc(Cl)ccc1NC(=O)CCN1C(=O)C2CCCCC2C1=O (centres undefined),101.0,4.2,-0.3,1.4,95.0,-2.6,101.1,105.7
CCc1ccc(CN2C(=O)c3ccccc3C2C(=O)NCc2cccnc2)cc1 (centres undefined),u,0.3,-0.3,5.9,90.5,1.4,u,u
CCC(C)NC(=O)CSc1nc2cc(S(=O)(=O)N3CCOCC3)ccc2n1CC (centres undefined),89.7,2.1,-1.7,-7.6,110.2,9.4,93.3,106.0
CC1CC2=C(CC1/C=N/NC(N)=S)C(C)(C)CCC2 (centres undefined),97.2,1.2,-1.6,0.7,122.2,-1.7,102.8,154.2*
Cc1ccc(O)c(NC(=O)c2noc3c2CCc2ccccc2-3)c1,104.0,0.1,-2.5,-3.8,92.5,3.0,99.6,99.2
O=C(Nc1ccc(F)cc1)Nc1ccc2ccccc2n1,104.7,-1.4,5.8,-1.3,98.5,0.2,109.0,98.4
O=C1NC2(CCCCC2)Cc2ccccc21,91.3,-11.4,-0.6,1.1,98.1,2.4,103.0,97.6
N#CCCN(C(=O)COC(=O)CCc1c[nH]c2ccccc12)c1ccccc1,95.2,-4.1,-0.5,-4.3,116.7,-6.7,104.0,103.5
COc1ccc(-c2csc(NC(=O)CSc3nnnn3C)n2)c(OC)c1,94.3,1.1,-5.4,44.5,68.8,-1.6,88.8,81.4
O=C(Cn1ccc([N+](=O)[O-])n1)Nc1nc2ccccc2s1,101.8,-1.3,14.5,5.2,102.0,-3.3,104.3,103.1
COc1ccccc1NC(=S)N1CCC(NC(=O)NC23CC4CC(CC(C4)C2)C3)CC1,98.9,-5.3,0.5,-10.2,94.7,-8.9,99.2,94.2
COc1ccc(NC(=O)c2cc(-c3ccco3)nc3ccccc23)cc1S(=O)(=O)N1CCOCC1,106.4,4.8,12.6,-7.8,102.0,0.2,94.8,107.4
CN1C(=O)C(CC(=O)Nc2ccc3c(c2)Cc2ccccc2-3)N(C)C1=O (centres undefined),100.5,2.3,28.6,3.7,97.8,9.0,94.2,104.9
O=C(O)CSCC(=O)N1CCN(Cc2ccc3c(c2)OCO3)CC1,100.3,3.0,0.3,-14.7,86.1,2.2,110.2,104.1
COc1cc(OC)cc(C(=O)N2CCC(N3CCN(c4ccccc4)CC3)CC2)c1,100.4,0.9,-0.2,13.1,108.5,-1.1,109.0,99.8
Cc1cccc(/C=C2/SC(=O)N(Cc3ccccc3)C2=O)n1,99.5,10.2,3.5,1.7,100.2,-4.3,99.4,98.7
O=C(CCN1CCN(c2ccccc2)CC1)Nc1nccs1,99.1,15.9,0.9,-1.1,106.0,-5.0,98.5,89.6
Cc1ccc2nc(-c3cccc(NC(=O)c4ccco4)c3)[nH]c2c1,106.4,-3.6,90.8*,-2.4,86.7,-5.6,95.1,104.0
COC(=O)c1ccccc1NC(=O)CSc1nccn1C,101.2,-0.7,1.5,-5.9,94.3,0.1,107.8,113.3
Cc1ccnc(NC(=O)CCC(=O)N(CC(=O)NCc2ccc(F)cc2)Cc2ccco2)c1,84.6,-1.5,2.0,-3.0,105.3,5.5,84.8,79.3
COc1ccc(NC(=O)CSc2nnc(-c3ccccc3Cl)n2Cc2ccco2)c(OC)c1,96.2,-10.3,0.6,1.0&-0.1,89.4,1.0,91.9,86.3
C=CCn1c(Cc2ccc(OC)cc2)nnc1SCC(=O)c1cccc([N+](=O)[O-])c1,100.0,5.8,-0.6,-0.7,109.5,4.9,100.7,99.8
O=C(COc1cc(F)ccc1[N+](=O)[O-])Nc1cccc(Br)c1,106.1,-7.9,8.8,-20.5,95.3,-4.4,122.1,106.1
COc1ccc(OCC(=O)NNC(=O)c2cccc(C)c2)cc1,103.6,-0.2,1.2,26.9,91.8,2.8,103.3,94.6
O=C(COc1ccc([N+](=O)[O-])cc1)Nc1nc(-c2ccccn2)cs1,102.8,-16.0,8.0,-4.6,85.3,-24.8,103.7,97.5
CCN[C@H]1C[C@H](C)S(=O)(=O)c2sc(S(N)(=O)=O)cc21,95.7,3.0,0.1,x,104.3,3.5,97.3,100.7
COC(=O)c1ccc(C)c(NC(=O)c2c(-c3ccccc3)noc2C)c1,94.0,4.1,-1.2,0.8,78.8,-2.1,101.7,95.1
CCOCCn1c(CN2CCN(CC)CC2)nc2c1c(=O)n(C)c(=O)n2C,101.9,3.7,-0.9,6.0,110.8,0.8,118.1,118.6
COC(=O)[C@@]1(Cc2ccc(F)cc2)[C@H]2c3cc(C(=O)N(C)C)n(CCc4ccccn4)c3C[C@H]2CN1C(=O)c1ccccc1,100.9,3.7,1.6,10.9,99.8,-1.9,102.0,98.5
CN1CCN(S(=O)(=O)c2cc(C(F)(F)F)ccc2Cl)CC1,103.5,x,x,4.5,105.1,x,102.5,97.0
O=C(Cn1ccc(C(F)(F)F)n1)N=Nc1c(O)[nH]c2ccc(Br)cc12,100.2,-1.8,35.8,5.8,102.5,1.1,94.6,106.7
CCCOc1ccc(-c2nc(C#N)c(NCCCn3ccnc3)o2)cc1,95.9,-8.4,22.0,-1.5,106.0,6.6,101.8,99.0
Cc1ccc(Cn2nnc3c(=O)n(CC(=O)OCc4ccccc4)cnc32)cc1,98.6,2.7,-1.4,-7.5,103.7,-7.0,99.0,99.7
CC(C)CCNC(=O)NC(=O)COc1c(F)c(F)cc(F)c1F,101.3,-4.0,0.4,-8.2,100.9,5.1,111.6,104.8
C[C@H](NC(=O)c1[nH]cnc1C(=O)Nc1cccc(Cl)c1)c1ccccc1,93.7,3.2,10.6,4.2,92.7,-4.5,88.7,96.8
COc1ccc(N2CCN(C(c3cccs3)C(C)NC(=O)C(=O)N3CCOCC3)CC2)cc1 (centres undefined),105.0,-11.4,0.9,0.2,98.7,4.9,101.7,100.8
CC(C)C[C@H](N)c1nnc(SCC(=O)Nc2ccc(Br)cc2)o1,95.2,-4.3,9.7,11.0,88.1,1.8,100.2,95.1

# A draw from above in order of SMILES length, low to high:
SMILES,RPL19A TOR yeast,proCasp7 act,AHR act,GASC-1 inh,Yeast superoxide,procasp3 activ,MEP2-GFP yeast,LAP4-GFP MLPCN
CCCOc1ccc(-c2nc(C#N)c(NCCCn3ccnc3)o2)cc1,95.9,-8.4,22.0,-1.5,106.0,6.6,101.8,99.0
CCOCCn1c(CN2CCN(CC)CC2)nc2c1c(=O)n(C)c(=O)n2C,101.9,3.7,-0.9,6.0,110.8,0.8,118.1,118.6
COc1ccc(N2CCN(C(c3cccs3)C(C)NC(=O)C(=O)N3CCOCC3)CC2)cc1 (centres undefined),105.0,-11.4,0.9,0.2,98.7,4.9,101.7,100.8

# The listing continues.
SMILES,RPL19A TOR yeast,proCasp7 act,AHR act,GASC-1 inh,Yeast superoxide,procasp3 activ,MEP2-GFP yeast,LAP4-GFP MLPCN
O=C(N/N=C/C=C\c1ccccc1[N+](=O)[O-])c1cc(-c2ccccc2)nc2ccccc12,100.0,3.9,4.3,-9.5,100.4,4.0,98.3,88.9
COc1cc(C(=O)Nc2cccc(-n3cnnn3)c2)cc(OC)c1OC,96.7,-7.5,6.0,-4.4,81.5,1.4,100.4,91.8
COc1cccc(NC(=O)Nc2nnc(Cc3ccccc3)s2)c1,105.2,-1.6,29.6,4.6,110.3,5.1,105.6,92.6
Nc1nonc1-n1nnc(C(=O)N/N=C/c2ccc(OCc3ccc(F)cc3)cc2)c1COc1ccccc1,98.4,11.6,8.0,6.7,111.6,10.1,101.8,101.4
CC1Cc2ccccc2N1C(=O)COC(=O)c1ccc(Cl)nc1 (centres undefined),96.9,11.3,1.0,9.3,100.2,1.6,102.3,104.2
O=C(O)c1nc(N2CCOCC2)nc(N2CCOCC2)n1,95.0,-2.1,-1.4,11.5,98.2,1.6,98.7,87.1
CCCCOCC1CN(c2ccccc2)C(=O)CS1 (centres undefined),100.2,10.3,1.2,6.3,97.1,-9.4,102.5,92.8
CCOC(=O)C1=C(C)C2C3C(=O)N(c4ccc(C)cc4C)C(=O)C3C1(C)C1C(=O)N(c3ccc(C)cc3C)C(=O)C21 (centres undefined),99.9,-2.0,-1.1,5.1,103.2,3.7,101.2,90.4
CN(CCCNC(=O)c1ccc(N2CCCC2=O)cc1)c1ccccc1,98.0,-0.1,-0.1,2.1,93.8,2.1,100.2,99.1
Cc1nc2sc(-c3ccccc3)cc2c(=O)n1/N=C/N(C)C,106.3,1.2,2.3,-21.3,89.0,4.3,103.3,97.1
COC(=O)C1=NN(C(=O)c2ccccc2)C(C)(O)C1 (centres undefined),101.0,10.0,-2.9,-0.6,94.0,2.2,102.3,99.2
